TcdB GH inh: blocks C. difficile toxin B glycohydrolase activity. P18177. TcdB glycohydrolase enzymatic assay, plate reader. inhibition, % at 9.99 µM. 350,000 compounds, 0.24% hits; in the data active means inhibition above about 10%
Target sequence (P18177 whole entry, looked up): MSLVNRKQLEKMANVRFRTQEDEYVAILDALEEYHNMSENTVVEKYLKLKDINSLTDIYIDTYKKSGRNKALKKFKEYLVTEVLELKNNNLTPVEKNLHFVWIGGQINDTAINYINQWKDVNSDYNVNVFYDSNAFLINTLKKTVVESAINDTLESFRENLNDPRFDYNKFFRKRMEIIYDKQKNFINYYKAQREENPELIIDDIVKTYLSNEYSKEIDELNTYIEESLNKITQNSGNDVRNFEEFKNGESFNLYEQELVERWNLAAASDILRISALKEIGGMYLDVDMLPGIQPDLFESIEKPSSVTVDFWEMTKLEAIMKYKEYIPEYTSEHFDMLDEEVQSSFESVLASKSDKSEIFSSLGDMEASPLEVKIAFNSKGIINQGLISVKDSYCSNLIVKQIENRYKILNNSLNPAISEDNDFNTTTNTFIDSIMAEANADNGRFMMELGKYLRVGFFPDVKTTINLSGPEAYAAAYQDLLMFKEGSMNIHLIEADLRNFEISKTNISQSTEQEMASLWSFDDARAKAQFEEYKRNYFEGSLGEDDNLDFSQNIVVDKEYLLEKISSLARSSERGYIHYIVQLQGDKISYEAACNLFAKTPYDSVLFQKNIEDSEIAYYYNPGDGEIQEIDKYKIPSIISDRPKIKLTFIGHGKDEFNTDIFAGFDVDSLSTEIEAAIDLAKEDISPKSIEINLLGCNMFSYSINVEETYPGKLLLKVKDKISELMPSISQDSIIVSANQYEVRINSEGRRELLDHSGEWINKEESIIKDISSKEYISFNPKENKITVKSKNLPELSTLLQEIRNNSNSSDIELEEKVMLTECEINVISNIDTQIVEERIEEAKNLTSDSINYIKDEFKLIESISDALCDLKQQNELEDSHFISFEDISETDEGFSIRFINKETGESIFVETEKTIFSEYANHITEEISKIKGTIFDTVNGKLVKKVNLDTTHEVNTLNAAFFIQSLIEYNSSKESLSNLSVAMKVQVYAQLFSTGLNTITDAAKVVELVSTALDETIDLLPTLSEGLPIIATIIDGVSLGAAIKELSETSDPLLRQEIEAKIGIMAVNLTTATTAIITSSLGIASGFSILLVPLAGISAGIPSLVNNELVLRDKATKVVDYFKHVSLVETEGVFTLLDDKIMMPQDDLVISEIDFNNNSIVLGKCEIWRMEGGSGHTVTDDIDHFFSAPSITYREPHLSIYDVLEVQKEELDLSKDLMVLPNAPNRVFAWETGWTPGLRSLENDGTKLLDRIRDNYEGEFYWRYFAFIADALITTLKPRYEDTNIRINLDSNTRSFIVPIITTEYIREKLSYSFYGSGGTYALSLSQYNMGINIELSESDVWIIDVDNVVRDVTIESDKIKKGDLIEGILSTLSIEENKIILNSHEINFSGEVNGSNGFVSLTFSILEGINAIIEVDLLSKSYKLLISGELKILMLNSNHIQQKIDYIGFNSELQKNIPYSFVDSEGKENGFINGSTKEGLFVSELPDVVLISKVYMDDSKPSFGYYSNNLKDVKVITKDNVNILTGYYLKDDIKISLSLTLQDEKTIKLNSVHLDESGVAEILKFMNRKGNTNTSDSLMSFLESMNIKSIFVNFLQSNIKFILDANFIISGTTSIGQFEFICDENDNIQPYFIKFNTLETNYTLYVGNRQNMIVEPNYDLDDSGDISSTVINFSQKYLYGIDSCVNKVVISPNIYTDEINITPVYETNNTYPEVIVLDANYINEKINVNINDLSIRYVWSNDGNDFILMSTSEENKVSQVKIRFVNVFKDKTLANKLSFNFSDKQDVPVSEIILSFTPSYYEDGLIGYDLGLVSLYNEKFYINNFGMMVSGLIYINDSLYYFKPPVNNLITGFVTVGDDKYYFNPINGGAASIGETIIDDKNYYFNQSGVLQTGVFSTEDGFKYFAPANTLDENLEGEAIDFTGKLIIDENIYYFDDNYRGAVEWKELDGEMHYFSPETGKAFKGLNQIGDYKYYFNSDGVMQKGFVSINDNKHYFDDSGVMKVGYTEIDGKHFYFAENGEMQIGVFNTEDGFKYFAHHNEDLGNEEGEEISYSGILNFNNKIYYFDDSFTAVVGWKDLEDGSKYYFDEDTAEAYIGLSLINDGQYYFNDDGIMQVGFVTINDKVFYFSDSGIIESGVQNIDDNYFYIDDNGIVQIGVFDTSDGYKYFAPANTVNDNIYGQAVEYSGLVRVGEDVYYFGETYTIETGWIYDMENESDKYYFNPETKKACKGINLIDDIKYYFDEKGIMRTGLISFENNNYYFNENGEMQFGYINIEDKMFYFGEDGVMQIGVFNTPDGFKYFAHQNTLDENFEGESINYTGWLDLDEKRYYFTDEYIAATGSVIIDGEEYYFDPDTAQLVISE
An asterisk follows results filed as active; & = joins results of further samples. Not all compounds are listed (hit frequency here may not be typical).

SMILES	TcdB GH inh
O=C(O)C[C@H]1C[C@H]2c3cc(NS(=O)(=O)c4ccc(F)cc4)ccc3O[C@H]2[C@H](CO)O1	-1.3
CCOC(=O)CNC(=O)N(C)[C@H]1C[C@H]2c3[nH]c4c(-c5ccccc5)cccc4c3CCN2C(=O)[C@H]1[C@H](C)O	-0.6
CO[C@H]1CN(C)C(=O)c2ccc(NC(=O)C3CCC3)cc2OC[C@H](C)N(CC2CCCCC2)C[C@@H]1C	-0.6&0.2
CC(=O)C1=C(C)N(Cc2ccc(F)cc2)C(=S)NC1c1ccc(Br)cc1 (centres undefined)	0.8
C[C@H]1CN([C@@H](C)CO)C(=O)c2cccc(NC(=O)Nc3ccc4c(c3)OCO4)c2O[C@@H]1CN(C)Cc1ccccc1	0.0
Cc1ccccc1S(=O)(=O)N1CC(=O)N2[C@H](CO)[C@H](c3ccc(C#CCN(C)C)cc3)[C@@H]2C1	0.4
CCOC(=O)[C@]12CCC=C1N(Cc1ccco1)C(=O)[C@H](CC(=O)NCc1cccs1)C2	0.5
C/C=C/c1ccc([C@@H]2[C@@H](CO)N(C(=O)c3cnccn3)C23CN(C(=O)C2CCC2)C3)cc1	-0.5
O=C1CNC[C@@H]2[C@@H](c3ccc(C#Cc4cccnc4)cc3)[C@@H](CO)N12	-1.1
CON(Cc1ccccc1)S(=O)(=O)c1ccccc1Br	-2.6
C[C@@H]1CN([C@@H](C)CO)C(=O)c2c(c3ccccc3n2C)-c2ccccc2CO[C@H]1CN(C)Cc1ccc(-c2ccccc2)cc1	0.5
O=C1NC[C@H](c2ccccc2)N(CCCCC2CCCCC2)C1=O	0.1
COc1ccc(-c2ccc([C@@H]3[C@H](CO)N4C(=O)CNC[C@@H]34)cc2)cc1	-2.1
COc1ccc(N2C(=O)c3n[nH]c(C)c3C2c2ccccc2)cc1 (centres undefined)	2.7
COc1ccc(-c2ccc3c(n2)CCCN3S(=O)(=O)c2ccc(C(F)(F)F)cc2)cc1	-11
COc1cc(CN2CC3(CCN(C(=O)CN4CCOCC4)CC3)c3c(n(C)c4cc(OC)ccc34)[C@@H]2CO)cc(OC)c1	-0.8
CCC(=O)N1CC2(C1)[C@H](c1ccccc1)[C@@H](CO)N2C(=O)c1ccncc1	0.3
COC(=O)c1cc2c(c3c4cc(OC)ccc4n(S(=O)(=O)c4cccc(C)c4)c13)C(=O)N(Cc1ccc(C(F)(F)F)cc1)C2	1.2
O=C1N[C@@H](Cc2ccccc2)COCn2nncc2CC[C@@H]1Cc1ccccc1	1.0
O=C(c1ccccn1)N1CC2(C1)[C@@H](c1ccccc1)[C@H](CO)N2C(=O)C1CCC1	-0.4
C#CCNC(=O)C[C@@H]1C[C@@]2(C(=O)OCC)CCCC=C2N(CCCCCCCC)C1=O	1.6
Cc1noc(C)c1NC(=O)N(C)C[C@H]1Oc2c(NS(=O)(=O)c3ccccc3)cccc2C(=O)N([C@H](C)CO)C[C@@H]1C	0.5
CCC(=O)N1CC2(C1)[C@H](c1ccc(-c3cccc(OC)c3)cc1)[C@@H](CO)N2C(C)=O	0.1
C[C@@H]1CN([C@H](C)CO)C(=O)c2cccc(NC(=O)CCCCCC(=O)Nc3ccccc3N)c2O[C@@H]1CN(C)S(=O)(=O)c1ccc(F)cc1	-0.4
COC(=O)C1=C(C)N(Cc2ccc(Br)cc2)C(=S)NC1c1cccc(F)c1 (centres undefined)	1.4
COCC(=O)N1[C@H](CO)[C@H](c2ccc(-c3cccc(F)c3)cc2)C12CN(C(=O)C1CC1)C2	-13
C[C@@H]1CN([C@@H](C)CO)C(=O)c2cccc(NC(=O)CCCCCC(=O)Nc3ccccc3N)c2O[C@@H]1CN(C)S(=O)(=O)c1ccccc1	-0.7
C/C=C/c1ccc([C@H]2[C@@H](CO)N(C(=O)C3CC3)[C@H]2CN(C)C(=O)CC)cc1	-5.5
COc1cccc(S(=O)(=O)N[C@@H]2C=C[C@H](CC(=O)NCc3ccc(Cl)cc3)O[C@@H]2CO)c1	0.4
O=C(c1ccccn1)N1CC2(C1)[C@@H](c1ccccc1)[C@H](CO)N2C(=O)CC1CC1	1.2
COCC(=O)N1CC(=O)N2[C@H](CO)[C@@H](c3ccc(Br)cc3)[C@H]2C1	0.9
COc1ccc(-c2ccc([C@@H]3[C@H]4CN(C(=O)C5CCCC5)CC(=O)N4[C@H]3CO)cc2)cc1	0.8
COCCN1Cc2cc(C(=O)OC)c3c(c2C1=O)c1cc(OC)ccc1n3S(=O)(=O)c1ccc(C)cc1	1.5
O=[N+]([O-])c1ccc(CN2[C@H](COCc3ccccc3)C=CS2(=O)=O)cc1	1.2
CCCc1cn([C@H]2C[C@@H]3O[C@H](CO)CC[C@@H]3O[C@@H]2CCc2ccc(-c3cccc(OC)c3)cc2)nn1	0.9
C[C@@H]1CN([C@H](C)CO)C(=O)c2cc(C#CCN(C)C)cnc2O[C@H]1CN(C)Cc1cccc(C(=O)O)c1	-2.5
Nc1[nH]c(C(=O)c2ccccc2)c(-c2cccnc2)c1C(=O)NC1CCCCC1	-0.2
C[C@H](CO)N1C[C@H](C)[C@H](CN(C)S(=O)(=O)c2cccs2)Oc2ncc(-c3ccccc3)cc2C1=O	0.2
O=C(C1CCCCC1)N1CC(=O)N2[C@H](CO)[C@H](c3ccc(-c4ccccc4F)cc3)[C@@H]2C1	-0.7
C[C@@H]1CN([C@H](C)CO)C(=O)CCCn2cc(nn2)CO[C@H]1CN(C)Cc1ccc2c(c1)OCO2	1.1
CC(C)C[C@H]1COc2cc(N3CC[C@@H](O)C3)ccc2S(=O)(=O)N1	-0.2
CN1C(=O)c2cc(NC(=O)c3cccs3)ccc2OC[C@H]2O[C@@H](CC(=O)Nc3ccc4c(c3)COC4)CC[C@@H]21	0.5
CC(C)NC(=O)Nc1cccc2c1O[C@@H](CN(C)Cc1ccc(C(=O)Nc3ccccc3N)cc1)[C@@H](C)CN([C@@H](C)CO)C2=O	-1.1
C[C@@H]1CN([C@H](C)CO)C(=O)Cc2cc(NS(=O)(=O)c3ccc(F)cc3)ccc2O[C@H]1CN(C)Cc1ccc(C(=O)Nc2ccccc2N)cc1	-0.9
O=C1OCCOC2CCCc3oc(-c4ccccc4)c1c32 (centres undefined)	1.7
O=C(C1CCOCC1)N1CC(=O)N2[C@H](CO)[C@H](c3ccc(C#CC4CCCCC4)cc3)[C@@H]2C1	2.2
Cc1ccccc1S(=O)(=O)N1CC(=O)N2[C@H](CO)[C@H](c3ccc(C#CCC4CCCC4)cc3)[C@H]2C1	0.6
CCCCCCCCN1C(=O)[C@H](CC(=O)NCCCN2CCCC2=O)C[C@@]2(C(=O)OC)CC(C)(C)CC=C12	0.5
CC(=O)N1[C@H](CO)[C@H](c2ccc(-c3ccncc3)cc2)[C@@H]1CNC(=O)CC1CC1	-0.2
O=C(Nc1cc(F)ccc1F)N1CC(=O)N2[C@H](C1)[C@H](c1ccc(-c3ccccc3)cc1)[C@@H]2CO	-4.1
COc1ccc2c3c(n(C)c2c1)[C@@H](CO)NCC31CN(Cc2ccccc2Cl)C1	-2.9
CCNC(=O)[C@H]1[C@H](CO)[C@H]2Cn3c(ccc(C4=CCCCC4)c3=O)[C@@H]1N2C(=O)Cc1ccccn1	-0.3
COc1ccc(C2=CN(Cc3ccccc3)C(c3ccc(OC)cc3)CC2=O)cc1 (centres undefined)	0.3
O=C1CN(S(=O)(=O)c2ccccc2)C[C@H]2[C@@H](c3ccc(C#Cc4ccccc4)cc3)[C@@H](CO)N12	-0.2
O=C(Nc1cccc(F)c1)N1CC(=O)N2[C@H](C1)[C@@H](c1ccc(C#Cc3cccnc3)cc1)[C@@H]2CO	-0.8
CC(C)C[C@H]1CN([C@@H](Cc2ccccc2)CN2CCCC2CN2C(=S)NC[C@@H]2Cc2ccccc2)C(=S)N1CC1CCCCC1 (some centres undefined)	1.8
CCOC(=O)[C@]12Cc3cc(C)ccc3[C@H]1N(C(C)C)C(=O)c1ccccc12	1.6
COc1ccc2c3c(n(C)c2c1)[C@H](CO)N(C(C)=O)CC31CN(C(=O)Nc2ccc(F)cc2)C1	0.8
CC(=C1N=C(c2ccccc2)OC1=O)c1cccs1	-0.3
CCC(C)[C@H]1CNC(=O)C(=O)N1CCc1cccc2ccccc12 (some centres undefined)	0.6

Twelve neighbouring entries from above, quoted:
SMILES	TcdB GH inh
CC(=O)N1[C@H](CO)[C@H](c2ccc(-c3ccncc3)cc2)[C@@H]1CNC(=O)CC1CC1	-0.2
O=C(Nc1cc(F)ccc1F)N1CC(=O)N2[C@H](C1)[C@H](c1ccc(-c3ccccc3)cc1)[C@@H]2CO	-4.1
COc1ccc2c3c(n(C)c2c1)[C@@H](CO)NCC31CN(Cc2ccccc2Cl)C1	-2.9
CCNC(=O)[C@H]1[C@H](CO)[C@H]2Cn3c(ccc(C4=CCCCC4)c3=O)[C@@H]1N2C(=O)Cc1ccccn1	-0.3
COc1ccc(C2=CN(Cc3ccccc3)C(c3ccc(OC)cc3)CC2=O)cc1 (centres undefined)	0.3
O=C1CN(S(=O)(=O)c2ccccc2)C[C@H]2[C@@H](c3ccc(C#Cc4ccccc4)cc3)[C@@H](CO)N12	-0.2
O=C(Nc1cccc(F)c1)N1CC(=O)N2[C@H](C1)[C@@H](c1ccc(C#Cc3cccnc3)cc1)[C@@H]2CO	-0.8
CC(C)C[C@H]1CN([C@@H](Cc2ccccc2)CN2CCCC2CN2C(=S)NC[C@@H]2Cc2ccccc2)C(=S)N1CC1CCCCC1 (some centres undefined)	1.8
CCOC(=O)[C@]12Cc3cc(C)ccc3[C@H]1N(C(C)C)C(=O)c1ccccc12	1.6
COc1ccc2c3c(n(C)c2c1)[C@H](CO)N(C(C)=O)CC31CN(C(=O)Nc2ccc(F)cc2)C1	0.8
CC(=C1N=C(c2ccccc2)OC1=O)c1cccs1	-0.3
CCC(C)[C@H]1CNC(=O)C(=O)N1CCc1cccc2ccccc12 (some centres undefined)	0.6

New compounds follow
SMILES	TcdB GH inh
C[C@@H]1CN([C@@H](C)CO)C(=O)c2cccc(NC(=O)CCCCCC(=O)Nc3ccccc3N)c2O[C@@H]1CN(C)C(=O)Nc1ccc2c(c1)OCO2	-2.7
C[C@H](CO)N1C[C@H](C)[C@H](CN(C)CC2CC2)Oc2ccc(NC(=O)c3ccncc3)cc2C1=O	-0.9
COCC(=O)N1C[C@H](C)[C@@H](OC)CN(C)C(=O)c2ccc(NC(=O)NC(C)C)cc2OC[C@@H]1C	-1.1
O=C(Nc1c(Cl)c(C2CC2)nn1-c1ccccc1)C(Cl)(Cl)Cl	2.7
CS(=O)(=O)N1CC2(C1)[C@H](c1ccccc1)[C@@H](CO)N2Cc1ccc(F)cc1	0.6
COC(=O)[C@@]12C[C@@H](CC(=O)NCc3ccc(C)o3)C(=O)N(CCc3ccc(OC)c(OC)c3)C1=CCC(C)(C)C2	0.5
COC(=O)[C@]12C[C@H](CC(=O)NCc3ccccc3)C(=O)N(Cc3ccccc3)C1=C[C@H](C1CCCC1)O[C@@H]2C	-0.5
COc1ccc2c3c(n(C)c2c1)[C@H](CO)N(C(=O)C1CCCC1)CC31CN(C(=O)CC2CC2)C1	-0.4
CCCC#Cc1ccc2c(c1)[C@@H]1[C@@H](CCN1S(=O)(=O)c1ccc(C)cc1)[C@@H](CO)N2C	-2.9
CCCCn1nnnc1C1(C)CCC(=O)N1CCc1ccccc1F (centres undefined)	0.4
O=S(=O)(c1ccccc1)N1[C@@H]2CNC[C@H]1C2c1ccc(-c2cccc(F)c2)cc1 (some centres undefined)	-2.6&-3.7
COCC(=O)N1CCC2(CC1)CN(Cc1nccs1)[C@@H](CO)c1c2c2ccc(OC)cc2n1C	-2.4
COc1ccc(C2=Nc3ccccc3N(C(=O)c3ccc4c(c3)OCO4)C2C(=O)NCc2ccccc2)cc1 (centres undefined)	0.3
Cc1cc2nc(-c3ccc(F)cc3)c(Cc3ccsc3)n2c(C)c1Br	0.2
Cc1ccc(S(=O)(=O)N(C)C[C@H]2Oc3ccc(NS(=O)(=O)c4ccc(Cl)cc4)cc3C(=O)N([C@@H](C)CO)C[C@@H]2C)cc1	-0.1
CCCNC(=O)N1CC(=O)N2[C@@H](CO)[C@@H](c3ccc(C#Cc4cccc(F)c4)cc3)[C@@H]2C1	0.5
COc1ccc2c3c([nH]c2c1)[C@H](CO)N(C(=O)Nc1ccc(F)cc1)CC31CN(CC2CCOCC2)C1	-0.7
O=C(Nc1ccc(C(F)(F)F)cc1)N1[C@@H]2CNC[C@H]1C2c1ccc(/C=C/c2ccccc2)cc1 (some centres undefined)	-2.1&-0.9
CCCCCn1cc(CCC(=O)Nc2ccc(N(C)c3ccccn3)cc2)c2ccccc21	1.2
O=C(c1cccc(F)c1)N1CC2(C1)[C@H](c1ccccc1)[C@@H](CO)N2C(=O)C1CCCC1	-0.5
O=C(Cc1cccnc1)N1CC(=O)N2[C@H](C1)[C@H](c1ccc(C3=CCCC3)cc1)[C@@H]2CO	-1.1
O=C(c1ccccn1)N1CC2(C1)[C@@H](c1ccccc1)[C@@H](CO)N2C(=O)C1CCCC1	1.2
COC(=O)[C@]12CCCCC=C1N(Cc1cccc3ccccc13)C(=O)[C@H](CC(=O)NCCc1ccccc1OC)C2	1.0
COc1ccc(C(C(=O)NC(C)(C)C)n2c(COc3ccc(C)cc3)nc3ccccc32)cc1 (centres undefined)	0.8
Cc1ccccc1C(=O)N1CCN(C(=O)C(=O)c2cccc(C(F)(F)F)c2)CC1	0.6
CCCNC(=O)N1CCC2(CC1)CN(Cc1ccccc1)[C@H](CO)c1[nH]c3cc(OC)ccc3c12	-0.6
CC1(c2nnnn2Cc2ccccc2)CCC(=O)N1Cc1cccc(C(F)(F)F)c1 (centres undefined)	1.5
Cc1cc(C)n2c(Nc3ccc4c(c3)OCCO4)c(C3CC3)nc2n1	-3.7
COc1ccc2c3c(n(C)c2c1)[C@H](CO)N(C(=O)Cc1ccccn1)CC31CCN(C)CC1	-0.4
O=C(C[C@@H]1CC[C@@H](NC(=O)c2ccncc2)[C@H](CO)O1)NCc1ccncn1	-6.2
COc1ccc(S(=O)(=O)Nc2ccc3c(c2)OC[C@H](C)NC[C@H](C)[C@@H](OC)CN(C)C3=O)cc1	0.6
CCCNC(=O)N1CC2(CN(Cc3cccc(OC)c3)C2)c2c(n(C)c3cc(OC)ccc23)[C@@H]1CO	-5.3
O=C(Nc1ccc(Cl)c(Cl)c1)N[C@H]1CC[C@@H](CCn2cc(C3CCCC3)nn2)O[C@@H]1CO	-0.6
CC(C)NC(=O)N1CC2(C1)[C@@H](c1ccccc1)[C@H](CO)N2C(=O)C1CC1	0.8
